# TRPN1 ag: zebrafish TRPN1 channel agonists, primary screen, cell-based, HEK293, calcium fluorescence | activation, % at 3 µM | 220,000 tested, 0.18% active | AID 1424, 2008 | transient receptor potential cation channel N1 (TRPN1/NompC), Danio rerio | HEK293 zebrafish TRPN1-YFP, Fluo-8 calcium fluorescence; 100% = response to 87 µM carbachol;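 active = activation above its plate's cutoff, the mean activation of test wells on that plate plus 3 SD, cut at about 19% in these data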;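 also: 0% = DMSO alone and 100% = 87 µM carbachol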
#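 System: zebrafish TRPN1-YFP in HEK293 cells / Dosing: 3 µM single point / Timing: dye loading 1 h at 37 °C, then 30 min room temperature / Signal: Fluo-8 calcium fluorescence, excitation 470-495 nm, emission 515-575 nm / Read-out basis: percent activation from peak over basal fluorescence ratio, control-normalized / Control set: high carbachol 87 µM, low DMSO alone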
# BaF3 tox: parental Ba/F3 cell viability inhibition, counter-screen for JAK2V617F inhibitor project, murine pro-B, CellTiter-Glo luminescence; AID 1486, 2009; CellTiter-Glo ATP luminescence; inhibition, % at 5.6 µM; 220,000 tested, 1.1% active;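 active = inhibition above a per-campaign cutoff, the mean inhibition of all tested compounds plus 3 SD, cut at about 27% in these data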;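 also: 0% = DMSO wells and 100% = JAK Inhibitor I control wells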
# m-calpain inh: inhibitors of pig calpain II, primary screen, biochemical, fluorogenic peptide substrate, 1536-well; purified calpain II, 30 min; inhibition, % at 16 µM; 220,000 tested, 0.37% active;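 active = inhibition above about 50%, limit read from the data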
# TRPML3 agonist: human TRPML3 channel agonists, primary screen, cell-based, HEK293 TRPML3-YFP, Fluo-8 calcium fluorescence, 3 µM; Mucolipin-3 (Homo sapiens), Q8TDD5; 100% = the carbachol control signal; activation, % at 3 µM; 220,000 tested, 0.29% active; AID 1448, 2008;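 active = activation above its plate's cutoff, the mean activation of the plate's test wells plus 3 SD, cut at about 12% in these data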;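 also: 0% = DMSO only wells and 100% = carbachol wells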
#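 Material: TRPML3-YFP stable HEK293 cells | Dosing: One concentration, 3 µM nominal, 0.3% DMSO | Timing: 125 s total fluorescence read per well | Technique: Fluo-8 calcium dye fluorescence, ex 470-495, em 515-575 nm | Measure: Percent activation from peak-to-basal fluorescence ratio, scaled between DMSO and carbachol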
# S1P4 antagonist: S1P4 receptor antagonists, primary screen, cell-based; inhibition, % at 4.98 µM; 220,000 tested, 0.26% active; Sphingosine 1-phosphate receptor 4 (Homo sapiens), O95977; S1P4-expressing cells, antagonist mode, reporter read-out; in the data active = inhibition above about 29%;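 also: 0% = wells stimulated with agonist and 100% = vehicle wells without agonist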
# Target sequence (O95977 whole entry, looked up): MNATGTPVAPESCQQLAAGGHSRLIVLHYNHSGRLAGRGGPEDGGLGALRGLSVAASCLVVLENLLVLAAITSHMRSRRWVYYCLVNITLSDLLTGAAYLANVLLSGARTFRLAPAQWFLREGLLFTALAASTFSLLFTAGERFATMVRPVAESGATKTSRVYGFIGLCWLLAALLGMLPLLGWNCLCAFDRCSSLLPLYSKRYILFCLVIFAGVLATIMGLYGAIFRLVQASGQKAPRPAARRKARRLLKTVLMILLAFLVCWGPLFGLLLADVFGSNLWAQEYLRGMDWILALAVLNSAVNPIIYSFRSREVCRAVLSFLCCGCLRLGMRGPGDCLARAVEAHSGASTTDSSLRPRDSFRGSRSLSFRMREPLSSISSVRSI
# EP2 mod: EP2 receptor modulators, cAMP readout, primary screen, cell-based, HTRF cAMP, PGE2 stimulation. EP2-expressing cells, cAMP HTRF FRET, PGE2 co-stimulation. 260,000 tested, 0.83% active. induction, % at 25 µM;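 active = compounds whose cAMP rise, as percent of the full-agonist control response, exceeds 60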;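 also: rat C6 glioma line stably carrying human EP2 under a CMV promoter; the protocol text gives 20 µM as final concentration; 100% = response of wells given 1 µM PGE2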
# Target sequence (P43116 whole entry, looked up): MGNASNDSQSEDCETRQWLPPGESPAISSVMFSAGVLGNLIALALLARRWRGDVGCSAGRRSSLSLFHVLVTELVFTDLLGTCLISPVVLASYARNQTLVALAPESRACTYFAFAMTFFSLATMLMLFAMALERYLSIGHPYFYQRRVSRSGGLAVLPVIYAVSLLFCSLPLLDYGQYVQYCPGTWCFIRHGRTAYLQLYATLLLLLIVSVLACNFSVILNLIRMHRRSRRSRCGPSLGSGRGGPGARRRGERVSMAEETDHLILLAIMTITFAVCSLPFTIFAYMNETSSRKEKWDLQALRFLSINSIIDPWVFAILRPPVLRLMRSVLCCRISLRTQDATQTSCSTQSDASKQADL
# Ba/F3 V617F tox: reduced viability of JAK2V617F-dependent Ba/F3 cells, primary screen, JAK2V617F inhibitor project, cell-based, Ba/F3 EpoR-JAK2V617F, luminescence | ATP luminescence | inhibition, % at 5.6 µM | 220,000 tested, 1.1% active;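 active = inhibition above the campaign mean plus 3 SD over all tested compounds, cut at about 24% in these data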;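 also: cytokine-independent growth of Ba/F3 cells driven by EpoR plus mutant JAK2; 0% = DMSO-treated cells and 100% = JAK inhibitor I control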
# PERK inh: block of dimerizer-induced PERK translation repression, primary screen, PERK inhibitor project, CHO PERK-DD cells, SEAP luminescence, HTS. inhibition, % at 5.6 µM. CHO PERK-DD fusion, SEAP luminescence translation reporter. 220,000 tested, 0.17% active;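 active = inhibition above the mean inhibition of all tested compounds plus 3 SD, set separately per screening campaign, cut at about 2.9% in these data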;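 also: PERK kinase domain activated by AP20187 dimerizer at 100 nM; 0% = DMSO with dimerizer and 100% = rapamycin at 8.4 µM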
# S1P4 ag: S1P4 receptor agonists, primary screen, cell-based. Sphingosine 1-phosphate receptor 4 (Homo sapiens), O95977. S1P4-expressing cell line, agonist reporter assay. activation, % at 4.98 µM. 220,000 tested, 0.35% active. AID 1509, 2009; in the data active = activation above about 11%;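 also: 0% = DMSO vehicle and 100% = reference agonist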
# The depositor's hits bear a star; nt = not tested or not shown. Outcome played no part in choosing rows; any-hit rate near 3.6%.
SMILES,TRPN1 ag,BaF3 tox,m-calpain inh,TRPML3 agonist,S1P4 antagonist,EP2 mod,Ba/F3 V617F tox,PERK inh,S1P4 ag
CCOc1ccc(S(=O)(=O)N(CCO)CCO)cc1-c1nc2c(C(C)(C)C)nn(C)c2c(=O)[nH]1,3.5,7.2,11.3,0.9,-19.2,0.0,-0.6,-1.5,-1.0
CCC(C)c1ccc(NC(=O)CN(C)CC(=O)Nc2cccc(OC)c2)cc1 (centres undefined),-1.0,-1.8,11.6,-0.4,-15.1,59.4,-0.6,0.6,0.6
COc1ccc(NC(=O)COC(=O)c2ccc(Br)o2)cc1OC,-0.3,2.4,16.9,1.1,-6.3,12.9,-1.2,1.1,0.7
N#CCCn1cc(C(=O)Nc2ccc(C(=O)O)cc2)c(-c2cc3ccccc3o2)n1,1.4,9.6,4.3,0.1,1.1,2.5,6.3,0.4,-1.6
COc1ccc(N2CCN(S(=O)(=O)c3ccc(Cl)c(C(F)(F)F)c3)CC2)cc1,0.3,1.2,-15.9,0.6,-8.5,29.3,-3.4,0.8,0.4
COc1cc(NC(=O)CN2CCC(C)CC2)c(C)cc1[N+](=O)[O-],-1.6,4.2,8.4,-0.8,-8.4,-0.3,1.9,-0.2,0.2
O=C(N/N=C/c1ccncc1)c1cc2c(ccc3ccccc32)o1,0.7,10.1,-37.0,0.4,7.1,-18.6,0.6,-0.1,0.5
Cc1cc(C(=O)OCC(=O)Nc2sc3c(c2C#N)CCC(C)C3)c2ccccc2n1 (centres undefined),0.5,8.4,-6.4,0.2,0.5,12.3,0.1,0.3,-0.1
Cc1cc(NC(=O)CCC(=O)N(CC(=O)NC2CCCC2)c2ccccc2)no1,-1.0,6.0,2.4,-0.2,-3.6,22.0,-1.0,0.0,0.1
COc1ccccc1C1CC(=O)NC(SCC(=O)Nc2ccccc2)=C1C#N (centres undefined),3.7,9.5,-16.5,1.5,2.7,-2.0,0.1,-0.3,-1.4
COc1ccc(C(C)(C)C)cc1NC(=O)CNc1cccc2ccccc12,0.6,8.0,-11.2,0.6,-0.9,25.4,1.6,-0.6,-0.1
c1ccc2c(SCc3cn4ccccc4n3)nncc2c1,-0.4,2.0,-14.8,-0.1,-18.3,-12.0,2.9,0.9,0.6
O=C(N1CCOCC1)N(Cc1cccs1)C1CCCC1,-0.9,1.6,4.0,-1.0,0.5,7.0,-1.6,1.8,0.6
CCOC(=O)c1ccccc1NC(=O)/C=C/C(=O)O,-0.4,-0.1,-14.2,0.8,-19.9,-1.2,-5.1,1.0,-1.3
COCCN1CC(=O)N(c2cccc(C)c2C)C(c2ccc(Cl)cc2)C1=O (centres undefined),-0.2,2.2,-5.1,0.8,-6.4,12.6,-4.1,0.0,3.0
COC(=O)c1cc(C(=O)c2cc(Cl)ccc2O)coc1=N,0.0,1.0,-14.6,0.6,-22.0,22.8,-1.4,1.1,1.5
O=C(NCc1ccco1)c1ccc(COc2cccc3ccccc23)cc1,-0.7,8.8,24.2,0.9,-4.8,-9.9,1.9,1.5,1.6
NC(=S)N/N=C/c1ccc(Br)o1,-1.1,-3.5,3.2,0.5,-0.5,-51.3,-4.7,0.3,-0.3
COc1ccccc1NC(=O)N1CCN(C(=O)Nc2ccccc2OC)CC1,2.0,0.0,3.6,0.8,-1.6,17.1,-2.5,0.0,-0.2
O=C(CN1C(=O)c2ccccc2C1=O)Nc1ccccc1N1CCOCC1,-0.4,-2.5,9.7,0.4,-16.3,2.2,-0.5,0.1,1.1
Cc1ccc(Cn2ccc(NC(=O)c3cc(C(C)C)on3)n2)cc1,-1.4,4.0,6.1,-0.2,5.3,7.0,-1.6,0.1,-0.1
CC(/C=C/c1ccco1)=N/NC(=O)c1ccccc1Cl,2.1,-0.7,9.2,0.5,3.6,-21.6,-1.2,1.1,0.0
Cc1ccc(OS(=O)Nc2cccc3nccnc23)cc1 (centres undefined),0.8,1.5,13.8,0.0,-7.9,-8.4,2.3,-0.5,0.7
COC(CNC(=O)C1CCCN1C(=O)OCc1ccccc1)OC (centres undefined),-0.1,7.4,-26.5,0.1,-10.9,15.2,4.0,0.6,1.3
C=CCCCCCCCCC(=O)Nc1c[nH]c(=O)[nH]c1=O,0.3,2.5,-9.3,0.7,-12.8,-9.0,-0.2,1.1,0.5
# (list continues)
SMILES,TRPN1 ag,BaF3 tox,m-calpain inh,TRPML3 agonist,S1P4 antagonist,EP2 mod,Ba/F3 V617F tox,PERK inh,S1P4 ag
CC(=O)N/C(=C\c1ccccc1Cl)C(=O)O,0.5,2.7,-18.6,1.3,-42.3,18.5,0.2,0.7,3.8
c1ccc(-c2nnc(N3CCOCC3)c3ccccc23)cc1,-0.8,-2.4,-23.9,-0.5,-0.9,40.5,-0.6,1.0,-0.9
COc1ccc(C(=O)NC2(C(F)(F)F)NC(=O)N(CCCc3ccccc3)C2=O)cc1OC (centres undefined),1.0,4.1,-14.4,1.2,-15.3,-11.4,0.5,-0.8,0.0
COc1cc(/C=N\Nc2ccc([N+](=O)[O-])cc2)ccc1OCC(=O)Nc1ccc(C)c(C)c1,1.3,-0.5,-32.9,-0.3,-13.0,7.1,-2.6,1.2,-1.6
CCOC(=O)c1c(NC(=O)CSc2nnc3c(n2)[nH]c2ccccc23)sc2c1CCN(C)C2,1.3,3.5,nt,2.2,-13.2,nt,-0.5,-1.4,-0.3
CCOc1ccc(C(=O)NCCc2ccc3c(c2)OCCO3)cc1,-0.1,4.7,13.3,2.1,8.6,-70.8,0.0,0.5,-0.1
COc1ccccc1OCCCN1C(=O)C(=O)c2cccc(C)c21,-1.5,3.4,-15.6,1.9,-4.0,-10.9,-1.0,0.0,1.9
CCOC(=O)N1CCC(NC(=O)Cn2cc3c(n2)CCCCC3)CC1,1.3,1.7,7.3,0.3,-9.0,12.2,1.5,0.0,0.6
N#Cc1c(N)n(-c2ccc(N)cc2)c2nc3ccccc3nc12,-0.4,0.6,4.7,-1.0,-11.6,-24.6,3.0,-0.5,-0.4
CCN(Cc1ccccc1)C(=O)COC(=O)c1cnc(C)cn1,4.0,-1.9,8.4,1.2,-9.0,18.7,-1.2,0.2,-0.1
CC1=CSC2=NC(C(F)(F)F)(C(F)(F)F)NC(=O)N12,-1.8,-3.4,6.5,0.9,-1.5,-30.5,3.6,1.4,-1.1
COc1ccc2ncc(S(=O)(=O)c3ccccc3)c(N3CCC4(CC3)OCCO4)c2c1,0.0,3.8,2.0,0.3,1.0,7.5,-3.2,-1.0,2.7
O=C(CC1C(=O)NCCN1Cc1cccc(Oc2ccccc2)c1)NCC1CCOCC1 (centres undefined),0.5,5.3,-23.6,0.5,-3.8,-2.9,-4.2,0.4,5.6
COc1ccc(S(=O)(=O)N2CCN(CCO)CC2)cc1-c1nnc2c3ccccc3c(C)nn12,0.1,0.9,-17.9,0.4,2.3,25.5,-6.2,1.1,-1.0
O=C(NC(=S)Nc1nc2ccccc2s1)c1cccs1,1.5,5.0,-4.4,0.6,-6.4,-37.7,0.4,0.8,0.1
Cc1cccc(Nc2nnc(SC/C(O)=C(\C#N)c3nc4ccccc4[nH]3)s2)c1C,1.3,0.7,-89.6,0.4,-12.7,-21.6,1.6,0.1,-0.6
COc1ccc(C2CC(c3ccc(Br)cc3)=NN2C(=O)CN2CCCC2)cc1 (centres undefined),1.6,1.5,-21.3,1.1,13.9,-6.1,2.0,-2.3,0.7
CCOC(=O)C1=C(CC)Nc2ccccc2N=C1NC(=O)Nc1ccccc1OC,0.2,1.0,-2.8,-0.2,-28.4,16.1,2.2,-0.5,0.5
O=C(CS(=O)CC(=O)N(CC(=O)NC1CCCC1)c1ccc2c(c1)OCCO2)Nc1ccc(F)cc1 (centres undefined),-0.2,1.6,-2.9,0.2,-13.8,-32.0,-2.8,0.8,-1.1
C=CCSc1nc(-c2ccccc2)c2cc(Cl)ccc2n1,1.4,1.7,-29.5,-0.4,-12.7,36.5,-2.3,0.9,0.5
Cc1ccc(C(=O)C[n+]2ccc3ccccc3c2)cc1,0.4,22.4,28.9,0.2,-9.6,-10.2,8.0,-0.2,-0.1
O=C(NC1CC1)c1ccc(COc2ccc(F)cc2)o1,-0.5,0.7,0.0,-0.3,-1.4,-1.5,-2.0,0.1,1.7
NS(=O)(=O)c1cc(C(=O)OCC(=O)Nc2ccccc2[N+](=O)[O-])ccc1Cl,1.0,3.5,16.4,0.3,-10.5,-37.6,5.2,-0.2,-2.3
Cn1c2c(c(=O)n(C)c1=O)C(C(F)(F)F)(C(F)(F)F)N=C(c1ccc(Cl)cc1)N2,29.3*,86.4*,12.2,20.4*,51.4*,10.9,95.0*,-0.6,0.8
Cc1c(-c2nn(C)c(=O)c3ccccc23)oc2ccc(F)cc2c1=O,0.6,10.2,-8.2,0.8,-1.6,16.5,2.1,1.8,-1.7

# Structures above that have a tert-butyl group (2):
SMILES,TRPN1 ag,BaF3 tox,m-calpain inh,TRPML3 agonist,S1P4 antagonist,EP2 mod,Ba/F3 V617F tox,PERK inh,S1P4 ag
CCOc1ccc(S(=O)(=O)N(CCO)CCO)cc1-c1nc2c(C(C)(C)C)nn(C)c2c(=O)[nH]1,3.5,7.2,11.3,0.9,-19.2,0.0,-0.6,-1.5,-1.0
COc1ccc(C(C)(C)C)cc1NC(=O)CNc1cccc2ccccc12,0.6,8.0,-11.2,0.6,-0.9,25.4,1.6,-0.6,-0.1

# Additional entries:
SMILES,TRPN1 ag,BaF3 tox,m-calpain inh,TRPML3 agonist,S1P4 antagonist,EP2 mod,Ba/F3 V617F tox,PERK inh,S1P4 ag
C1CCC(OCCN2CCN(CCOC3CCCCC3)CC2)CC1,-0.4,2.1,-9.7,1.3,-5.8,32.7,-3.8,0.0,-0.3
O=C1OC(c2ccccc2)=N/C1=C/c1cccc(OC(=O)c2cccs2)c1,0.3,-0.3,nt,0.2,-24.5,nt,-3.7,0.1,-2.0
CC(/C=N/n1c(C2CCCCC2)n[nH]c1=S)=C\c1ccccc1,-0.7,3.3,25.2,-0.3,13.0,39.8,-1.6,1.0,-0.7
CSCC[C@H](NC(=O)OC(C)(C)C)c1nnc(SCC(=O)Nc2c(C)cccc2C)o1,1.4,5.1,-10.8,0.0,-24.2,30.8,-3.0,0.6,1.2
O=S(=O)(c1cc(Cl)ccc1Cl)N1CCCC1,-1.1,5.3,-14.1,0.6,-13.5,8.1,1.0,-0.5,1.7
CCCC(=O)O[C@@H]1C[C@@H](C)N(C(=O)c2ccccc2)c2ccc(C)cc21,-3.8,9.2,32.4,-2.0,-15.0,17.9,1.2,-0.9,0.2
COc1ccc(N/C(N)=N/c2nc(CSc3nnc(C)s3)cc(=O)[nH]2)cc1,0.1,13.2,-34.1,0.8,-2.8,2.9,4.4,0.0,3.5
